A549 tox – counter-screen for Nrf2 inhibitors: cytotoxicity in A549 cells; A549 ARE-Fluc cells, CellTiter-Fluor viability, 18-24 h; Potency, µM (highest dose often 46 µM), without a hit: at the top dose activity change, negative = cytotoxicity, most hits filed as inhibitors; 390,000 tested, 0.16% active; also: potency is read from the fitted curve at half-maximal effect; % is scaled to controls: 0 for no effect and ±100 for the full control effect
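Cytotoxicity counterscreen: CellTiter-Fluor fluorescence was measured in A549 ARE_Fluc cells after 18-24 h of compound exposure in a concentration series. The subsequent BugLite luminescent read reports ARE-luciferase activity.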
ATXN2 expr inh – reduces ATXN2 reporter expression in HEK-293 cells. 360,000 tested, 0.72% active. AID 1745845. HEK-293 ATXN2-luciferase reporter, luminescence, 24 h. Potency, µM (series often up to 57 µM), for the others: at the highest dose activity change, negative = inhibition, usual class: inhibitors; also: potency is read from the fitted curve at half-maximal effect; % is scaled to controls: 0 for no effect and ±100 for the full control effect; nearly all actives have a fitted effect of over 55% in size
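ATXN2-luciferase reporter cells (luciferase flanked by upstream and downstream ATXN2 gene portions) were treated 24 h at 37 °C with compounds at up to 57 uM. SteadyGlo luminescence gave expression; GF-AFC fluorescence gave viability.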
Nrf2 inh – blocks Nrf2 signaling. A549 ARE-Fluc reporter, luciferase luminescence, 18-24 h. Potency, µM (highest dose often 46 µM), for the others: at the top dose activity change, negative = inhibition, actives largely listed as inhibitors. 360,000 tested, 2.1% active. AID 504444; also: potency is read from the fitted curve at half-maximal effect; % is scaled to controls: 0 for no effect and ±100 for the full control effect; nearly all actives have a fitted effect of over 60% in size
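Nrf2 function is reported as luminescence of an ARE-controlled luciferase in A549 cells. Compounds were tested at several concentrations, and a CellTiter-Fluor read on the same wells flagged cytotoxicity.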
HepG2 viability – kills HepG2 cells in TGF-b inhibitor counter-screen; HepG2 CAGA-GFP viability, ATP luminescence, 18 h; Potency, µM (top dose mostly 46.1 µM), without a hit: top-dose activity change, negative = cytotoxicity, hits mostly cytotoxic; 410,000 tested, 0.76% active; AID 588856; also: potency is read from the fitted curve at half-maximal effect; some results filed as inactive show a strong effect at the top dose
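CellTiter-Glo luminescence gave cytotoxicity after 18 hours at 37 degrees C. The cells were HepG2 CAGA-GFP in 1% FBS DMEM, stimulated with 500 pg/mL TGF-beta after compound addition. %Activity was normalised to no-cell wells (complete cell-killing) and DMSO (no toxicity), and curves were fitted and classified.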
MCF10A rereplic – DNA re-replication induction in MCF 10a cells | MCF 10A DNA re-replication, Hoechst nuclear intensity, 48 h | Potency, µM (titrated, usually from 46.1 µM), inactives show at the top dose activity, positive = re-replication, most hits filed as activators | 350,000 tested, 2.9% active | AID 624296; also: potency is read from the fitted curve at half-maximal effect; % of control where 0% means no effect; nearly all actives have a fitted effect of over 50% in size
S2 tox – reduces viability in counter-screen for ATXN expression inhibitors. AID 651635. S2 cells (HEK-293 line with an ATXN2-luciferase reporter) viability, CellTiter-Fluor protease fluorescence, 24 h. Potency, µM (series often up to 56.7 µM), most hits filed as cytotoxic. 400,000 tested, 0.49% active; also: potency is read from the fitted curve at half-maximal effect; nearly all actives have a fitted effect of over 40% in size
Nrf2 ARE act – Nrf2 pathway activation. AREc32 ARE-luciferase reporter (MCF7-derived line), luminescence, 24 h. Potency, µM (highest dose often 46.1 µM), inactives show at the top dose activation, most hits filed as activators. 410,000 tested, 0.31% active. AID 624171; also: potency is read from the fitted curve at half-maximal effect; % of control where 0% means no effect; nearly all actives have a fitted effect of over 65% in size
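Cells of the AREc32 ARE-luciferase line are plated in OPTI-MEM containing 5% FBS and left overnight at 37 deg C. Compounds are pinned in, incubation continues 24 hr, and firefly luciferase signal is then measured.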
TGFb inhibitor – blocks TGF-b signaling | HepG2 CAGA-GFP TGF-b/SMAD3 reporter, GFP fluorescence, 18 h; TGF-beta stimulated, 500 pg/mL final | Potency, µM (highest dose often 46.1 µM), for the others: at the top dose activity, negative = inhibition, usual class: inhibitors | 410,000 tested, 1.2% active; also: potency is read from the fitted curve at half-maximal effect; % is scaled to controls: 0 for no effect and ±100 for the full control effect; nearly all actives have a fitted effect of over 65% in size
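GFP signal (ex488/em500-530) from TGF-beta-stimulated HEPG2 CAGA-GFP cells, 500 pg/mL final, 18 h at 37 degrees C in DMEM plus 1% FBS, normalized to unstimulated and DMSO-stimulated controls.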
IL-1B inflam inh – blocks inflammasome-driven IL-1 beta release | AID 743279 | activity change, % at 57.5 µM | 360,000 tested, 4.7% active | THP-1 LPS/ATP IL-1B secretion, AlphaLISA, 16 h; active compounds read low; in the data active = activity change below about -50%; inconclusive = mostly about -30% to -49%; also: % is scaled to controls: 0 for no effect and ±100 for the full control effect
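THP-1 cells pretreated 1 hr with compounds (up to 57.5 uM final), then stimulated with LPS (250 ng/mL final) plus ATP (1.25 mM final); secreted IL-1B measured by AlphaLISA after 16 hr, decreased signal indicating inhibition.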
Active calls of the source: *; i = inactive; ? = inconclusive; . = not tested or not shown; & = joins results of further samples; [ ] = dose if it differs, or a comment. Unless noted, calls follow the shape of the dose curve; as a rule, active = well fitted curve in the direction sought with a large enough effect; inconclusive = small, poorly fitted or top-dose-only effect, or another doubt; inactive = no such curve, though single readings can be large; an effect the other way counts as inactive or inconclusive.

SMILES	A549 tox	ATXN2 expr inh	Nrf2 inh	HepG2 viability	MCF10A rereplic	S2 tox	Nrf2 ARE act	TGFb inhibitor	IL-1B inflam inh
CC1CCCCC12NC(=O)N(CC(=O)NCCc1ccc(F)cc1)C2=O (stereo unspecified)	1%	25%	17%	11%	15%	i	-1.1%	14%	-7
COc1cc(/C=N/Nc2cccc(C)c2)ccc1OC(=O)c1cccs1	14%	15%	7%	-9%	2%	i	0.1%[9.22 µM]	0%	-2
Cc1ccc(S(=O)(=O)NCCCNS(=O)(=O)c2ccccc2Br)cc1	-5%	10%	?	7%	1%	i	-0.6%	-5%	-6
NCCN1CCN(CC(=O)N2c3ccccc3C(=O)Nc3cccnc32)CC1	-6%	10%	8%	9%	4%	i	-1.2%	0%	.
CC(C)CN1C(=O)c2ccc(C(=O)Nc3ccccn3)cc2C1=O	-14%	13%	?	-10%	-184%[0.0737 µM]	i	0.4%	-18%	-17
CCOC(=O)C1(C(F)(F)F)N=C(C(F)(F)F)Nc2ccc(F)cc21 (stereo unspecified)	11%	3%	-23%	-8%	-2%	i	-1.0%	19%	15
O=C(Cn1ccc([N+](=O)[O-])n1)N1CCCCCC1	-3%	.	0%	-1%	2%	i	0.0%	-9%	0
CC(=O)N/N=C(\C)c1cccc(NC(=O)c2cccs2)c1	-13%	-1%	4%	-12%	-3%	i	13%	-30%	1
COC(=O)CCCn1cc(CN2CC(N3CCN(C)CC3)CS2(=O)=O)nn1 (stereo unspecified)	.	8%	.	.	.	i	0.4%	.	1
COc1cc(C(=O)OCCCOC(=O)c2cc(OC)c(OC)c(OC)c2)cc(OC)c1OC	-3%	2%	-10%	-10%	-14%	i	0.3%	-9%	-1
O=C(/C=C/c1cccc([N+](=O)[O-])c1)NCCN1CCOCC1	17%	-2%	6%	2%	-1%	i	3.7%	3%	19
CCC1=C(OC(=O)N(CC)CC)N2C(=O)OC(=NCC3CC3)[C@]2(C)[C@H]2C1=CC[C@H]1C(=O)N(CC)C(=O)[C@H]12	-3%	-1%	5%	-1%	-9%	i	-0.8%	9%	-8
Cc1ccc(OCC(=O)Nc2ccc(S(=O)(=O)N3CCOCC3)cc2)c([N+](=O)[O-])n1	-1%	-27%	-24%	4%	0%	i	1.9%	7%	27
CC(=O)N1CCN(C(C)=O)c2ccccc21	-2%	11%	1%	-1%	0%	i	0.3%	11%	12
O=C(O)c1ccc(NS(=O)(=O)Cc2ccc(Cl)c(Cl)c2)cc1	-4%	-5%	4%	-4%	-3%	?	-1.0%	-7%	10

Next part; the last 2 above are carried over.
SMILES	A549 tox	ATXN2 expr inh	Nrf2 inh	HepG2 viability	MCF10A rereplic	S2 tox	Nrf2 ARE act	TGFb inhibitor	IL-1B inflam inh
CC(=O)N1CCN(C(C)=O)c2ccccc21	-2%	11%	1%	-1%	0%	i	0.3%	11%	12
O=C(O)c1ccc(NS(=O)(=O)Cc2ccc(Cl)c(Cl)c2)cc1	-4%	-5%	4%	-4%	-3%	?	-1.0%	-7%	10
CC(C)(C)c1ccc(C(=O)C2CC2)cc1	.	.	.	-5%	.	i	-1.0%	2%	-26
Cc1ccc(CNC(=O)C2CCCN(S(=O)(=O)c3c(C)noc3/C=C/N(C)C)C2)cc1 (stereo unspecified)	11%	.	-6%	-27%	15µM*	i	-0.7%	-12%	-12
Cc1onc(-c2ccccc2Cl)c1C(=O)N1CCN(Cc2ccc3c(c2)OCO3)CC1	0%	-6%[11.3 µM]	-14%	-5%	4%	i	-0.2%	-1%	-12
CCC(C)c1ccc(OCC(=O)Nc2cccc3ccc(C)nc23)cc1 (stereo unspecified)	5%	-8%	-14%	-95%	.	i	-0.7%	0%	.
COc1ccc(-c2noc(CSc3nc4ccccc4[nH]3)n2)cc1OC	-11%	?	21µM*	-37%	.	i	0.8%	?	.
O=C(NCCn1cc(SCc2ccccc2)c2ccccc21)c1c(F)cccc1F	-7%	-2%	?	-16%	0%	i	0.8%	?	?
O=C1c2ccccc2C(=O)N1Cc1cnc(N2CCN(c3ccccc3)CC2)s1	1%	-12%	-7%	-18%	?	i	0.0%	-11%	11
O=C(O)Cc1c[nH]c2ccccc12	1%	-1%	.	-4%	3%	i	2.1%	-1%	-5
Cc1ccccc1NC(=O)c1cc(=O)c2ccccc2o1	-7%	40%[activator]	?	3%	-1%	i	6.0%	-9%	-27
COCCn1c(=O)c2cc3c(=O)n(CCOC)c(=O)c3cc2c1=O	1%	-4%	.	-6%	-3%	i	-0.9%	14%	23
CCOc1ccccc1CNCCNC(=O)c1nonc1N	-2%&-1%	-6%&5%	-13%&8%	0%&-18%	0%	i	0.0%&0.4%	-13%&20%	-2
Cc1ccsc1/C=N/Nc1cccc(C(=O)O)c1	-6%	-55%	?	1%	1%	?	-2.3%	13%	25
COc1cc(NC(=O)C2=C(N3CCOCC3)/C(=C\c3ccc(N(C)C)cc3)CCC2)cc(OC)c1OC	-18%	0%	-14%	-37%	18µM*	i	20%	?	0
S=C(NCc1ccco1)NCC1CCCO1 (stereo unspecified)	-3%	-4%	-22%	-22%	-2%	i	-0.7%	-15%	11
COc1ccc(CC(=O)n2nc(-c3cccnc3)nc2N)cc1	19%	2%	-25%	1%	10%	i	-0.4%	-3%	42
O=C(Nc1cccnc1)c1cnn2c(C(F)F)cc(C3CC3)nc12	-2%	-10%	.	-29%	26%	i	2.3%	-5%	-16
CC1CN(C(=O)CSc2nnc(CNC(=O)c3ccc(S(=O)(=O)N(C)C)cc3)o2)CC(C)O1 (stereo unspecified)	-2%	-6%	2%	-54%	-4%	i	0.2%	0%	5
Cc1cc(Cl)c2oc(C(=O)N(C)Cc3cc(C)[nH]n3)c(C)c2c1	-8%	4%	-13%	3%	24%	i	-0.1%	8%	13
CCc1nc2c(OCc3ccc(F)c(F)c3)cccn2c1N(C)C(=O)CC(C)C	.	-17%	.	-28%	.	i	1.1%	-9%	-14
Cc1ccc(/C=C/C(=O)N2CCN(Cc3ccccc3)CC2)o1	0%	8%	5%	-9%	5%	i	3.3%	-1%	-26
O=C(COC(=O)c1ccccn1)c1ccc([N+](=O)[O-])cc1	-1%	-2%	-6%	-16%	?	i	0.6%	-13%	9
O=C(CCC1CCN(C(=O)CC2=CCCCC2)CC1)NCc1ccc(F)cc1	.	.	.	-24%	.	i	-0.6%	-13%	1
O/N=C(\c1ccccc1)C(O)c1ccccc1 (stereo unspecified)	5%	13%	3%	11%	13%	i	-0.7%	2%	22
O=C(c1cccc(Cl)c1)N1CCN(C(=O)c2ccco2)CC1	11%	-15%	.	6%	9%	i	-1.0%	6%	0
O=C(CNc1cccc([N+](=O)[O-])c1)N/N=C/c1ccc([N+](=O)[O-])o1	-10%	?	-9%	-57%	?	i	11%	7.1µM*	-67*
O=C(Cn1ncn2c(cc3ccccc32)c1=O)NCCCc1ccccc1	0%	5%	?	-8%	9%	i	-0.2%	0%	0
CCOCc1[nH]c(=S)[nH]c(=O)c1Cc1ccc(OCC(C)C)cc1	4%	-16%[11.3 µM]	?	-31%	-10%	i	0.7%	?	27
CC(C)N(C(=O)[C@H]1C[C@H](CC(=O)NC(C)(C)C)C(=O)N2CCc3c([nH]c4cc(CCC(=O)N(C)C)ccc34)[C@]12C)C(C)C	10%	10%	-3%	-25%	?	i	-0.2%	9%	0
Cc1cc(C)cc(-n2c(C)cc(C(=O)C(=O)Nc3nnc(C)s3)c2C)c1	?	-3%	-11%	-14%	.	i	0.0%	5%	.
Cc1ccccc1-c1nc(CN2CCCC(C(=O)NCCCN3CCOCC3)C2)c(C)o1 (stereo unspecified)	-8%	-10%	4%	-26%	9%	?	0.7%	?	-23
Cc1c(NC(=O)/C=C/c2cn(-c3ccccc3)nc2-c2ccccc2)c(=O)n(-c2ccccc2)n1C	-28%	12%	?	-23%	7%	i	3.4%	-31%	-29
Cc1nnc(SCC(=O)N2CCCCC2)n1CC1CCCO1 (stereo unspecified)	-1%	2%	14%	0%	-5%	i	-0.3%	-13%	-15
CN(C)CC(C)(C)CNC(=O)C1CCN(Cc2ccccc2O)CC1	?	-1%	-2%	-28%	-6%	?	-0.5%	8%	-19
CC1(C)OC(=O)C2(Cc3ccccc3N3CCC(c4ccccc4)CC32)C(=O)O1 (stereo unspecified)	-2%	.	22%	4%	.	.	.	25%	.
CC(C)C(=O)NNc1ccc(C(F)(F)F)cn1	2%	-13%	3%	-2%	-4%	i	-0.5%	27%	6
CCOC(=O)C1=C(c2ccc(OC)cc2)OC(N)=C(C#N)C1c1cccnc1 (stereo unspecified)	1%	1%	-6%	-10%	5%	?	7.5%	2%	34
O=[N+]([O-])c1ccc2c3n([n+]([O-])c2c1)CCN=C3c1ccc(Cl)cc1	-7%	-16%	5%	-26%	?	?	14%	?	-14
O=C(/C=C\c1ccccc1)NC1CC(=O)N(c2ccccc2)C1 (stereo unspecified)	0%	.	.	2%	.	.	-0.3%	1%	.
CCOc1ccc(C(=O)NCc2cccnc2)cc1	-5%	6%	-8%	-3%	-6%	?	0.7%	12%	11
CCOC(=O)C1CN(S(=O)(=O)c2ccc(C)cc2)C1	-10%	-7%	-3%	2%	2%	i	-0.8%	-4%	-7

Four entries from above, as comma-separated lines:
structure,A549 tox,ATXN2 expr inh,Nrf2 inh,HepG2 viability,MCF10A rereplic,S2 tox,Nrf2 ARE act,TGFb inhibitor,IL-1B inflam inh
CCOC(=O)C1=C(c2ccc(OC)cc2)OC(N)=C(C#N)C1c1cccnc1 (stereo unspecified),1%,1%,-6%,-10%,5%,?,7.5%,2%,34
O=[N+]([O-])c1ccc2c3n([n+]([O-])c2c1)CCN=C3c1ccc(Cl)cc1,-7%,-16%,5%,-26%,?,?,14%,?,-14
O=C(/C=C\c1ccccc1)NC1CC(=O)N(c2ccccc2)C1 (stereo unspecified),0%,.,.,2%,.,.,-0.3%,1%,.
CCOc1ccc(C(=O)NCc2cccnc2)cc1,-5%,6%,-8%,-3%,-6%,?,0.7%,12%,11

Source: PubChem
